E coli growth: bacterial growth inhibition, counter-screen for AddAB inhibitors; E. coli V3065 growth, OD600 absorbance, 18 h; inhibition, % at 11.9 µM; 330,000 compounds, 0.27% hits;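 active means inhibition above the campaign's mean inhibition across all tested compounds plus 3 SD, cut at about 9.9% in these data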;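 further: uninfected addAB+ strain grown without phage in ampicillin broth; 0% = DMSO wells and 100% = ciprofloxacin 0.95 µg/ml wells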
Pemphigus Ab inh: inhibitors of pemphigus antibody binding to human desmoglein-3; binding (percent of control), % at 10 µM; 310,000 compounds, 0.48% hits; AID 588358; DSG3-coupled beads, scFv-anti-DSG3-GFP binding, flow cytometry; stronger effect = lower value; P32926;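 active means binding more than 3 SD below its plate's average and above zero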; further: some compounds called inactive have numbers as strong as hits
MOR-DOR inv ag: inverse agonists of human mu-delta opioid receptor heterodimerization; P35372+P41143; cell-based MOR-DOR heterodimer luminescence, inverse agonism; inhibition, % at 9.3 µM; 340,000 compounds, 0.21% hits; in the data active means inhibition above about 22%, passing the limit was not always enough;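 further: 0% = cells with DMSO and 100% = wells without cells with DMSO; values of inactives mirror those of a sister screen read the other way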
Target sequence (P35372 whole entry, looked up): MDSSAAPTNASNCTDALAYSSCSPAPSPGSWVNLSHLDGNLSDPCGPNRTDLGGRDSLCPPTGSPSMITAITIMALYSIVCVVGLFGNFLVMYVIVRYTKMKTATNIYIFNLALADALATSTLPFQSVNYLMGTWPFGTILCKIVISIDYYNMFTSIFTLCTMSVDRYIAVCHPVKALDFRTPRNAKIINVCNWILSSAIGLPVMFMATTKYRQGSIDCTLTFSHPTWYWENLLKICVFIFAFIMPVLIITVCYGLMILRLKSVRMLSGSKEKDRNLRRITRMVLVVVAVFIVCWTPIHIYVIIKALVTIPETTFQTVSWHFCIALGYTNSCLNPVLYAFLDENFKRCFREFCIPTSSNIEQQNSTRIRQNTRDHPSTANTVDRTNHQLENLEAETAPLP
Target sequence (P41143 whole entry, looked up): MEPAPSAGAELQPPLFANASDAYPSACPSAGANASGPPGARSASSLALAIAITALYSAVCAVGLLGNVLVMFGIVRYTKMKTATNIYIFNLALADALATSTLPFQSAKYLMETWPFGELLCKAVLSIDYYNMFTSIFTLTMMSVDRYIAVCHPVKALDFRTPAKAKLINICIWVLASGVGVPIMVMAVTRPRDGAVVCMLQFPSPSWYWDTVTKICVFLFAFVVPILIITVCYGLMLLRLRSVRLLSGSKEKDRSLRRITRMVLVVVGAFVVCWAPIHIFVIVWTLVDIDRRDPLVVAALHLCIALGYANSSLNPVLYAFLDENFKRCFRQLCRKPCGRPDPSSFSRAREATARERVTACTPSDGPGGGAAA
OPRM1-OPRD1 ag: agonists of human mu-delta opioid receptor heterodimerization. AID 504326. cells, OPRM1-OPRD1 heterodimerization, luminescence. 340,000 compounds, 0.3% hits. P35372+P41143. activation, % at 9.3 µM; in the data active means activation above about 18%;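 further: 0% = vehicle-treated cells and 100% = reference agonist; values of inactives mirror those of a sister screen read the other way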
Tat export inh: blocks Tat-dependent protein export in E. coli | E. coli MC4100 TorA-mCherry Tat export, fluorescence | inhibition, % at 10 µM | 340,000 compounds, 0.036% hits;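 active means mean replicate inhibition at least 50% and at least half of replicates individually reaching 50%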;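 further: exported cargo escapes ClpAP degradation while cytoplasmic cargo is degraded and loses fluorescence; 0% = median of neutral control wells and 100% = median of NaSCN control wells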
PfHsp90 yeast 2: growth inhibition of yeast expressing Plasmodium Hsp90 | S. cerevisiae expressing PfHsp90, BacTiter-Glo ATP, 48 h; yeast lacking PDR1 and PDR3 efflux regulators | inhibition, % at 9.4 µM | 310,000 compounds, 0.32% hits | AID 504621;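 active means every replicate shows inhibition above about 80%, whatever the replicate mean, limit read from the data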;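 further: 0% = DMSO neutral controls and 100% = 20 µM radicicol positive controls; yeast relying on Plasmodium falciparum Hsp90 in place of its own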
Arrestin-AP2 inh: human beta-arrestin and AP2 interaction inhibition. inhibition, % at 10 µM. 340,000 compounds, 0.31% hits. FITC-arrestin peptide / GST-AP2 beads, flow cytometry; AP2 beta2 appendage carries R879A mutation. AID 504490;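 active means inhibition above a set limit, near 3 SD of compounds lacking own fluorescence, cut at about 54% in these data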;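 further: plate controls were DMSO wells for no effect and 5 µM unlabelled arrestin peptide for full effect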
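Measured by: flow cytometry, FL1 (488/535 nm); Material: AP2 appendage R879A on GSH beads; Evaluation: percent response; Timing: pre-incubation 12 min, peptide binding 1 h, room temperature; Also added: 50 nM FITC-arrestin peptide; Medium: PBS with 0.05% Tween 20 and 0.1% BSA.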
PKA-R1A act: activates the PKA-R1A holoenzyme complex; P00514+P68181; PKA-R1A dissociation, Cy5-IP20 fluorescence polarization; scaled: DMSO 0%, 113 µM cGMP 100%; activation, % at 11.4 µM; 340,000 compounds, 0.083% hits; AID 504707;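 active means percent activation above the mean of all tested compounds plus 3 SD, cut at about 19% in these data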;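 further: higher means more PKAc released from R1A so a rise in polarization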
SUMO Mot1 rescue: inhibitors of SUMOylation pathway: yeast Mot1-301 growth rescue | growth rescue, % at 18.8 µM | 320,000 compounds, 1% hits | AID 2716 | S. cerevisiae Mot1-301 growth rescue, ATP luminescence, 38.5C; percent above DMSO median, 100 means doubled;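 active means every valid replicate shows activation above 250% relative to neutral control wells; inactive means the rest, any valid replicate at or below 250%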;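 further: OY570 slx delta 5 strain wells were the positive control but not used for scaling; some compounds called inactive have numbers as strong as hits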
AddAB inh: less growth of phage-infected E. coli with AddAB; E. coli expressing H. pylori AddAB, absorbance growth; inhibition, % at 11.9 µM; 330,000 compounds, 0.29% hits; in the data active means inhibition above about 12%;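 further: 0% = vehicle wells of infected cells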
phage Ecoli inh: E. coli growth loss with phage present; growth absorbance; inhibition, % at 11.9 µM; 360,000 compounds, 0.26% hits; AID 651602; in the data active means inhibition above about 11%
Starred values were filed as active, the others as inactive; · = not tested or not shown.

SMILES	E coli growth	Pemphigus Ab inh	MOR-DOR inv ag	OPRM1-OPRD1 ag	Tat export inh	PfHsp90 yeast 2	Arrestin-AP2 inh	PKA-R1A act	SUMO Mot1 rescue	AddAB inh	phage Ecoli inh
CCSc1ccc(-c2ccc(C)cc2)nn1	·	·	-2	0.4	-6	6	11	-9	·	·	1.5
CCCNC(=O)c1ccccc1NC(=O)CN(c1ccccc1OCC)S(C)(=O)=O	-0.2	88	15	-2.8	-12	·	-5	-4	8	-0.2	2.5
COc1nc(NCCO)nc(Nc2ccc([N+](=O)[O-])cc2)n1	-0.5	·	2	-0.5	-6	-11	5	1	-5	2.9	1.5
Cc1cccc(C)c1NS(=O)(=O)c1ccc(F)cc1	-1.2	85	3	-0.8	2	19	7	6	-12	2.4	4.0
O=C(/C=C/c1ccccc1)NC(=S)Nc1ccc(N2CCOCC2)c(Cl)c1	0.1	88	3	-0.5	0	3	5	-6	-11	5.5	4.3
COC1OC(COCc2ccccc2)C(N)C(OCc2ccccc2)C1OCc1ccccc1 (centres undefined)	·	89	-13	2.5	7	11	2	1	·	·	3.7
COc1cc(-c2nc(CN3CCN(C(=O)c4ccco4)CC3)c(C)o2)ccc1F	0.4	101	8	-1.5	-1	1	-8	10	-4	1.1	1.9
O=C(N/N=C/c1cccc(Br)c1)c1ccc(Br)cc1	1.9	100	-41	8.3	-1	·	25	1	21	2.3	3.2
COc1ccc(CCNC(=O)CSc2nnnn2-c2ccccc2)cc1	-1.3	105	-11	1.9	5	-5	13	-5	3	-0.6	2.5
COc1cc(C(c2c(C)n(C)n(-c3ccccc3)c2=O)c2c(C)n(C)n(-c3ccccc3)c2=O)cc(Br)c1O	1.6	101	9	-1.9	1	7	15	6	26	4.5	3.9
Cc1ccc(Cn2nnnc2CN2CCC(O)(c3cccnc3)CC2)cc1	1.2	98	12	-2.3	-9	14	45	-5	-28	2.2	3.0
Nc1cc(=O)nc(SCc2ccccc2)n1Cc1ccco1	-0.1	113	1	-0.4	7	-2	1	-6	1	4.0	2.6
Cc1cc2c(cc1S(=O)(=O)Nc1cccc(F)c1)n(C)c(=O)c(=O)n2C	0.3	107	9	-1.8	-2	3	1	-8	10	6.4	0.6
c1ccc2nc3ccccc3nc2c1	-4.2	100	11	-2.2	-1	-4	2	8	-4	3.5	2.8
Cc1ccc(O)c(C(CC(=O)NCc2ccco2)c2ccccc2)c1 (centres undefined)	-2.2	107	17	-3.8	-3	-6	-1	-1	-7	-0.6	2.0
CCOC(=O)c1[nH]c(C)c(C(=O)Nc2ccc(Cl)cc2)c1C	0.3	98	9	-1.8	-4	8	0	9	89	2.8	2.1
C[C@@H](NC(=O)c1nc[nH]c1C(=O)NCc1ccccc1)c1ccccc1	-2.5	105	-30	5.5	3	·	-3	-2	-8	-1.3	1.6
Cc1cccc(C)c1NC(=O)CN(C)C(=O)c1cc(S(=O)(=O)N2CCOCC2)ccc1N1CCCC1	-1.4	102	-6	0.8	0	2	47	-7	-1	0.3	2.5
COc1ccccc1NC(=O)COC(=O)C12CC3CC(CC(Br)(C3)C1)C2	0.2	102	-10	2.5	1	-18	-1	5	0	0.2	1.3
O=C(CCCOc1ccc(Cl)cc1Cl)N/N=C/c1ccco1	-1.1	105	-8	1.1	21	-13	-3	-11	78	-2.9	1.7
CCN(CC)CCNC(=O)c1ccc(NC(=O)Cc2ccccc2F)cc1	-0.6	100	12	-2.1	-2	16	8	-5	367	2.2	4.2
Cc1ccc(NS(=O)(=O)c2csc(C(N)=O)c2)cc1C	-1.9	99	4	-0.8	0	-15	26	0	369*	-1.0	0.6
CCOC(=O)N1CCC(NC(=O)c2cn(-c3ccc(OC)cc3)c(=O)c3ccccc23)CC1	0.0	107	2	-0.3	6	·	33	2	50	1.9	1.4
CCOC(=O)C1(C)/C(=N/Nc2ccc(Cl)cc2)C(=O)C(=O)N1c1ccccc1 (centres undefined)	-0.1	·	11	-1.7	-4	10	4	1	229	0.8	1.6
COc1ccccc1C1CC(c2cccs2)=Nc2ccccc2S1 (centres undefined)	-4.2	94	-19	3.2	3	23	-2	1	0	-1.1	1.6

(next part)
SMILES	E coli growth	Pemphigus Ab inh	MOR-DOR inv ag	OPRM1-OPRD1 ag	Tat export inh	PfHsp90 yeast 2	Arrestin-AP2 inh	PKA-R1A act	SUMO Mot1 rescue	AddAB inh	phage Ecoli inh
COc1ccccc1-c1nn(Cc2ccccc2)cc1C(=O)N1CCN(c2ncccn2)CC1	1.1	96	6	-1.6	11	·	-8	-4	-5	1.8	1.2
NC(=O)C1CC(=O)N(Cc2ccc3c(c2)OCO3)C(=Nc2ccccc2)S1 (centres undefined)	4.2	102	11	-1.8	1	34	-4	-9	-2	3.7	1.4
Cc1cccc(N2CC3=C(C2=O)C(c2ccccc2)NC(=O)N3C)c1 (centres undefined)	-0.2	101	6	-1.0	-2	13	4	7	-13	1.3	-0.3
Cc1ccc([N+](=O)[O-])cc1NC(=O)CN1CCC(C)CC1	0.0	103	1	-0.1	-1	39	-6	4	79	-0.2	2.5
CC1(C)CC(=O)C2=C(C1)OC(N)=C(C#N)C21C(=O)N(CN2CCOCC2)c2ccccc21 (centres undefined)	1.6	105	13	-2.6	-9	19	-4	-2	457*	2.3	1.3
CCOc1ccc(NC(=O)CN2CCN(C(=O)c3ccco3)CC2)cc1S(=O)(=O)N1CCCC1	1.1	·	16	-4.1	4	7	4	9	-10	2.0	2.5
CC(=O)Nc1cccc(NC(=O)COc2ccccc2C)c1	1.9	109	-4	0.7	-6	13	10	4	222	6.2	0.6
CCN(Cc1ccccc1)C(c1ccncc1)c1nnnn1C(C)(C)C (centres undefined)	1.7	101	8	-1.3	0	-22	-11	10	123	0.3	-0.5
N/C(=N\OC(=O)CCCN1C(=O)c2ccccc2C1=O)c1ccc(Cl)cc1	1.7	112	3	-0.5	3	-2	-2	-8	-4	0.8	1.4
Cc1ccc(C(O)(C(=O)NN(C(=O)c2ccccc2)c2ccccc2)c2ccc(C)cc2)cc1	1.6	102	-9	1.7	0	20	-1	-4	5	1.3	0.9
COc1ccc(-c2ccc(=O)n(CC(=O)NCC3COCCO3)n2)cc1 (centres undefined)	-0.1	98	2	-0.3	2	0	-3	-3	28	0.2	-1.0
CCc1ccccc1-n1c(SCC(=O)NC)nnc1-c1ccco1	-1.2	116	8	-1.5	11	1	8	2	3	-0.1	-0.4
Cn1nnc(NC(=S)NC(=O)c2cccc3ccccc23)n1	1.4	99	41*	-7.7	-1	-6	4	-7	-10	-0.1	3.5
Cc1cc(C)c(S(=O)(=O)NC2CC2)c(C)c1	0.5	95	15	-3.1	-3	5	-2	-9	7	0.3	-1.0
CCOC(=O)N1CCN(C2CCCN(C(=O)c3cccc(N(C)C)c3)C2)CC1 (centres undefined)	1.0	94	15	-2.9	-11	-27	-7	4	-3	0.2	2.5
O=C(OCC1OC(n2cc(Br)c(=O)[nH]c2=O)C(Br)C1O)c1ccccc1 (centres undefined)	-1.9	100	7	-1.7	-3	-13	-2	-6	-8	-1.7	0.8
Cc1ccc(OCC(=O)c2cc(C)n(-c3cc(C)on3)c2C)c([N+](=O)[O-])n1	·	110	-14	2.7	-3	7	37	-4	·	·	3.2
CCN1/C(=C/c2ccc3cc(C)ccc3[n+]2CC)Sc2cc(C)c(C)cc21	·	104	-20	3.8	-8	101*	-23	0	·	·	12*
COc1ccccc1-n1c(SCC(=O)Nc2ccc(Br)cc2)nc(O)cc1=O	-1.1	·	18	-3.7	-8	-1	-21	-2	1	-1.6	-0.2
COc1ccc(NC(=O)CSc2nc3ccccc3c(=O)n2CCCN2CCOCC2)c(OC)c1	1.7	91	-1	0.1	-3	·	9	8	5	3.0	3.5
CC1CN(C(=O)CCC(=O)N2CCN(c3ccccn3)CC2)c2ccccc2O1 (centres undefined)	-1.1	96	3	-0.5	-4	4	5	-19	67	0.8	1.4
O=C(CN1C(=O)S/C(=C\C=C\c2ccccc2)C1=O)Nc1cccc(O)c1	-1.0	107	-4	0.8	1	-25	33	-9	4	2.9	-0.8
N#CC(C#N)=C1C(=O)N(CCN2CCCCC2)c2ccccc21	-0.7	93	12	-2.3	7	4	35	-8	13	-1.7	0.4
Cc1cccn2c(CN[C@@H]3CCCC[C@H]3c3ccccc3)c(C(=O)N3CCOCC3)nc12	-1.8	98	11	-2.1	-1	17	6	19*	-10	-1.9	-1.4
N#Cc1c(N2C(=O)Nc3ccccc3N2O)sc2c1CCCCCC2	1.8	113	17	-3.2	-1	-23	-12	-10	-6	1.0	3.9

New compounds follow
SMILES	E coli growth	Pemphigus Ab inh	MOR-DOR inv ag	OPRM1-OPRD1 ag	Tat export inh	PfHsp90 yeast 2	Arrestin-AP2 inh	PKA-R1A act	SUMO Mot1 rescue	AddAB inh	phage Ecoli inh
CCOC(=O)C1CCN(C(=O)CSc2c3c(nc4ccccc24)CCC3)CC1	1.3	89	0	0.0	5	-3	-1	0	4	4.8	2.8
O=C(O)c1ccccc1C(=O)NNc1cccc(Cl)n1	-2.9	111	18	-3.9	6	7	-3	-8	127	3.0	4.0
Cc1cccc(C(=O)N2CCCCCC2)c1[N+](=O)[O-]	1.3	87	-4	0.5	-3	·	0	-6	17	-0.5	2.3
CCOC(=O)CSC1=NC(=O)/C(=C/c2ccc(Br)cc2)S1	2.8	84	11	-2.5	-11	-71	4	-12	13	1.2	4.3
Cc1cc(OCC(=O)NCCCN2CCCC2=O)c2c(C)c(C)c(=O)oc2c1	-1.4	91	9	-1.8	3	-8	-16	-2	-18	0.1	0.6
O=C(CN1C(=O)C2CC=CCC2C1=O)N1CCN(S(=O)(=O)c2ccccc2)CC1 (centres undefined)	0.3	·	9	-2.4	-4	-14	-18	-8	-7	-1.9	4.8
CCC(Oc1ccccc1)C(=O)Nc1cc(C)on1 (centres undefined)	-0.6	98	13	-2.3	5	8	-3	-3	8	2.7	3.0
COc1ccc(Cc2nnc(SCC(=O)Nc3ccccc3C#N)o2)cc1	-1.4	109	14	-3.5	0	20	23	-10	15	-0.6	2.5
Cc1noc(C)c1C(=O)OC(C)C(=O)Nc1ccc2c(c1)OCO2 (centres undefined)	-0.8	98	7	-1.3	-1	5	2	-7	6	1.0	4.5
COc1ccc(S(=O)(=O)N(C)c2ccc(C(=O)N3CCCC3)cc2)cc1	0.2	84	3	-0.6	-6	-5	1	14	-21	3.1	4.6
COc1ccc(OCC(=O)Nc2ccc3c(c2)nc(CCn2ccccc2=O)n3C)cc1	0.2	103	3	-0.6	5	-12	-1	10	2	1.3	1.8
CCc1nnc(NC(=O)CSCc2cc(=O)n3nc(C)sc3n2)s1	1.3	95	16	-3.3	-10	-15	-3	-6	-15	3.0	-2.2
